Screening data: PubChem BioAssay, several laboratories
TcdB inh: TcdB glycohydrolase inhibition; P18177; TcdB glycohydrolase enzymatic assay, plate reader; inhibition, % at 9.99 µM; 0.24% of 350,000 active; in the data active = inhibition above about 10%
Target sequence (P18177 whole entry, looked up): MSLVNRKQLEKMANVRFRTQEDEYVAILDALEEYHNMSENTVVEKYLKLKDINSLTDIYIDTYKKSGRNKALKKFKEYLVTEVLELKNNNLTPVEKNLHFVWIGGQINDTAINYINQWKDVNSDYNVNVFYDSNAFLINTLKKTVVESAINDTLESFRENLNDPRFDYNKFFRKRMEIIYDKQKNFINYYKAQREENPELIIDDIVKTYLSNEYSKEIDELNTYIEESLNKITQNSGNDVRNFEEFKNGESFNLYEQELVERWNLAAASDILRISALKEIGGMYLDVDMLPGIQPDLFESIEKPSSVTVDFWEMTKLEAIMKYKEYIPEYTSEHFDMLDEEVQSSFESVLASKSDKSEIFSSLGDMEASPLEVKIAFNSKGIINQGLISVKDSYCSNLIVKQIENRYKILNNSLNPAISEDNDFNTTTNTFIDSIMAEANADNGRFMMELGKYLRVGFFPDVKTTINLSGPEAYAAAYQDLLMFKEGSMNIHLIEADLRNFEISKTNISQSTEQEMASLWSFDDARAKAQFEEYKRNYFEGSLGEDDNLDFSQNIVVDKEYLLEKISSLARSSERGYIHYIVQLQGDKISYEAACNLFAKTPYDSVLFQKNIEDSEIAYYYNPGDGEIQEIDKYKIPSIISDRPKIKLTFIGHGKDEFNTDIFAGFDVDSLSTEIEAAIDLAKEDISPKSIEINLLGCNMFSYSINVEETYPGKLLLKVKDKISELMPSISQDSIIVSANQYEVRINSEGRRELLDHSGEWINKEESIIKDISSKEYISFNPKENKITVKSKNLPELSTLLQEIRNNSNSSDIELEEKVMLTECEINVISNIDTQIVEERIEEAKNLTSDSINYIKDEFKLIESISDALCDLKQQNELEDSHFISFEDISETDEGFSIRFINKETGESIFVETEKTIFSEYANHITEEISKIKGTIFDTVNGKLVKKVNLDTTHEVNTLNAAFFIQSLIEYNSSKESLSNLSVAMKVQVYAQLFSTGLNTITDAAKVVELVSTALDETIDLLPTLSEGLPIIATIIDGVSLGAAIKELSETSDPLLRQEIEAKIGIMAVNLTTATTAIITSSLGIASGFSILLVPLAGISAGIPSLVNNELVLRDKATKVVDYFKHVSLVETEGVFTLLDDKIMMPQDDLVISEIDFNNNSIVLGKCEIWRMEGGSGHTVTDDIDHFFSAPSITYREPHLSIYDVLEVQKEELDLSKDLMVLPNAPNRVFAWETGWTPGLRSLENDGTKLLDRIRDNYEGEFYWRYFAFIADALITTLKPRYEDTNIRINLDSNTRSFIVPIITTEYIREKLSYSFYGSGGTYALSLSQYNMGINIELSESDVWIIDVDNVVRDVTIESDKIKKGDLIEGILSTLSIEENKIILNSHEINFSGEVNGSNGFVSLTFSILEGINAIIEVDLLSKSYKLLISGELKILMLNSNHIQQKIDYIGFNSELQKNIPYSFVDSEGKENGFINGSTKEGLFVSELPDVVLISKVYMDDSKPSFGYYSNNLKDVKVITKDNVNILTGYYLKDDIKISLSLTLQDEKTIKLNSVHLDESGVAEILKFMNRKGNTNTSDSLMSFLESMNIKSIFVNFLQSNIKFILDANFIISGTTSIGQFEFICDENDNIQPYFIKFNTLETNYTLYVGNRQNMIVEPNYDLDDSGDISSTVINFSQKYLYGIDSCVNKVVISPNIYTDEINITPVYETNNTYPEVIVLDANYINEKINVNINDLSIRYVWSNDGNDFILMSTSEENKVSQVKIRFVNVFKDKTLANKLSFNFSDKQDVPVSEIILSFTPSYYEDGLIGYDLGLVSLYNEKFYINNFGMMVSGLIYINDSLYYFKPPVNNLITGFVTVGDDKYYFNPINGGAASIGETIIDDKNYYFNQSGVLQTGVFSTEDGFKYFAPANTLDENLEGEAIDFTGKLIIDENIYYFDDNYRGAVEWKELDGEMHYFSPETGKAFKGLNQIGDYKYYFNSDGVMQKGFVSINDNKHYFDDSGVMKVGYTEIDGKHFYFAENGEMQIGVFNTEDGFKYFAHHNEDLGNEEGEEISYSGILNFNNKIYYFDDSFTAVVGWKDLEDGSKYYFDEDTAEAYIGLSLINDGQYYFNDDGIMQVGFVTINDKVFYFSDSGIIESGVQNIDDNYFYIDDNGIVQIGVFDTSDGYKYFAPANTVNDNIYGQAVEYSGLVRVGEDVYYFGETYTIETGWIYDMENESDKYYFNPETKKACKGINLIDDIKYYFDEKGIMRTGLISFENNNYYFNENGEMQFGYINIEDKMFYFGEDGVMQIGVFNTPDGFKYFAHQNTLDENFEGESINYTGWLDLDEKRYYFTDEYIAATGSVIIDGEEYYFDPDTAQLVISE
BoNT A protease: BoNT A light chain protease inhibition. multiplex microsphere protease substrate cleavage, flow cytometry. inhibition, % at 10 µM. 0.17% of 360,000 active. AID 588499; also: plate controls were buffer without enzyme for full effect and enzyme alone for no effect
SARS 3CLpro inh: SARS-CoV 3CLpro protease inhibition. recombinant SARS-CoV 3CLpro, quenched FRET peptide cleavage. inhibition, % at 6 µM. 0.14% of 290,000 active. P0C6X7; in the data active = inhibition above about 12%
DUSP3 inh: inhibitors of human VHR1 phosphatase (DUSP3) | AID 1654 | 0.52% of 290,000 active | inhibition, % at 13.3 µM | recombinant VHR phosphatase, pNPP absorbance | P51452; in the data active = inhibition above about 50%; also: some compounds called inactive have numbers as strong as hits
Y pestis TopoI: blocks Yersinia pestis topoisomerase I activity | AID 504884 | activity, % at 10 µM | 0.064% of 360,000 active | Y. pestis Topo-I cleavage product accumulation, plate reader; in the data active = activity above about 50%, passing the limit was not always enough; inconclusive = no clear call, values can overlap the other calls; also: inactives centre near 2
Anthrax LF prot: inhibitors of Bacillus anthracis lethal factor protease; P15917; multiplex microsphere protease cleavage assay, LF; inhibition, % at 10 µM; 0.12% of 360,000 active; also: plate controls were buffer without enzyme for full effect and enzyme alone for no effect
Vc quorum ag: induces V. cholerae light production without autoinducers. V. cholerae BH1578 lux reporter, luminescence, 6 h. activation, % at 18.7 µM. 0.16% of 350,000 active. AID 588436; in the data active = activation mostly above about 9.7%, no sharp cut-off; inconclusive = no clear call, values can overlap the other calls; inactive = mostly below about 3.7%; also: not every result past the cut was called active; inactives centre near 0; reference of the scale not given here
SSB-PriA inh: K. pneumoniae PriA-SSBct interaction inhibition; 0.6% of 430,000 active; AlphaScreen SSBct-PriA binding, biotinylated peptide; inhibition, % at 33 µM; in the data active = inhibition mostly above about 37%, no sharp cut-off; inactive = mostly below about 20%;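 also: plate controls were negative control peptide for no effect and reference peptide for full effect; strong numbers were not always called active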
PfHsp40 yeast: restores yeast growth despite PfHsp40 toxicity; S. cerevisiae expressing PfHsp40, growth rescue, ATP luminescence; growth rescue, % at 12.5 µM; 0.68% of 340,000 active; in the data active = growth rescue above about 28%, passing the limit was not always enough; inconclusive = no clear call, values can overlap the other calls;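 also: yeast W303a lacking pdr1 and pdr3 grown in galactose medium; growth measured after three days at 30 °C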
CCHF vOTU inh: CCHFV vOTU protease inhibition | Pep-AMC fluorescence | inhibition, % at 11.5 µM | 0.55% of 370,000 active | AID 651958; in the data active = inhibition above about 30%; also: 0% = vehicle wells with enzyme and 100% = no enzyme wells
* hit, by the source's call; i = inactive; ? = inconclusive; / = no result given; & = joins results of further samples. Rule as the data show it, unless noted: active = inhibition above about 30%; inconclusive = no clear call, values can overlap the other calls; inactive = below that. Not all compounds are listed, so the mix of outcomes need not match the whole.

SMILES | TcdB inh | BoNT A protease | SARS 3CLpro inh | DUSP3 inh | Y pestis TopoI | Anthrax LF prot | Vc quorum ag | SSB-PriA inh | PfHsp40 yeast | CCHF vOTU inh
Cc1ccccc1NC(=O)CSc1ccc(-c2ccc(-n3cccn3)cc2)nn1 | -0.3 | -0.4 | / | / | -4 | -3 | i | 8 | 3.4 | -7
CCOC(=O)c1c(NC(=O)/C=C/C(=O)O)sc(C)c1-c1ccc(C)c(C)c1 | -2.4 | -0.2 | 11 | 31 | 18 | 0 | i | 4 | -1.0 | 27
CCCC(=O)NC1=C(Cl)C(=O)c2ccccc2C1=O | -1.6 | 1.4 | / | / | -7 | 1 | i | 6 | -8.9 | 93*
O=C(CSc1nnc(-c2cccnc2)o1)Nc1ccc(Cl)cc1 | 0.3 | -0.3 | 2 | 7 | -1 | -1 | -0.3 | 4&-6 | -0.8 | -3
O=C(NCCNC(=O)c1ccccn1)c1ccccc1 | 0.5 | -0.4 | -3 | -14 | 4 | -1 | i | 0 | -1.8 | -16
Cc1c(C(=O)NCC2CCCO2)oc2ccc3c(c12)C(=O)CC(C)(C)O3 (stereo unspecified) | / | -0.5 | 0 | 15 | 0 | -7 | i | -26 | 1.9 | -27
OC[C@@H]1CN(C2CCCC2)C[C@H](n2cnc3c(NC4CCC4)ncnc32)O1 | 0.5 | 0.2 | / | / | 7 | -3 | -0.3 | / | / | -3
CCOC(=O)C(C)Oc1cc(C)cc2oc(=O)c3c(c12)CCCC3 (stereo unspecified) | / | 1.6 | -8 | 23 | 15 | 2 | 11 | -22 | 4.5 | 10
CCOc1ccc(S(=O)(=O)N2CCCCC2)cc1NC(=O)C1CSC2(C)CCC(=O)N12 (stereo unspecified) | -1.2 | -1.2 | / | / | 24 | -4 | i | 0 | -0.3 | 2
COc1ccc(OC(=O)N(C)C[C@@H]2OCc3cnnn3CCCC(=O)N([C@H](C)CO)C[C@@H]2C)cc1 | 0.7&-1.5 | 0.1 | / | / | -9 | -3 | -0.1 | / | / | -6
O=C1c2cccc3cccc(c23)C(=O)N1c1ccc2ncccc2c1 | / | -0.4 | 0 | -18 | 5 | 0 | -2.0 | -4 | 0.9 | 18
CCCCNC(=O)CSc1nccn1Cc1ccccc1 | 1.4 | -0.7 | 5 | -24 | 3 | -3 | i | -13 | 0.9 | 0
CC(C)(C)C(=O)/C=C1\SCC(=O)N1CC(=O)N1CCN(c2ccccc2)CC1 | -1.4 | -0.3 | / | / | -3 | 6 | -0.2 | -8 | 0.5 | 16
COc1ccccc1CN1CCC(CNS(=O)(=O)c2cc(-c3cc(C)no3)ccc2OC)CC1 | -3.2 | -1.2 | 0 | -27 | 5 | 4 | -0.2 | 6 | 0.5 | -4
CN(C)CCNC(=O)c1cccc(S(=O)(=O)Nc2ccc(F)cc2)c1 | -2.6 | -0.1 | -2 | 66 | -8 | -1 | i | -3 | -0.2 | 9

Reprinted from the part before: 2 compounds, then new ones.
SMILES | TcdB inh | BoNT A protease | SARS 3CLpro inh | DUSP3 inh | Y pestis TopoI | Anthrax LF prot | Vc quorum ag | SSB-PriA inh | PfHsp40 yeast | CCHF vOTU inh
COc1ccccc1CN1CCC(CNS(=O)(=O)c2cc(-c3cc(C)no3)ccc2OC)CC1 | -3.2 | -1.2 | 0 | -27 | 5 | 4 | -0.2 | 6 | 0.5 | -4
CN(C)CCNC(=O)c1cccc(S(=O)(=O)Nc2ccc(F)cc2)c1 | -2.6 | -0.1 | -2 | 66 | -8 | -1 | i | -3 | -0.2 | 9
Cc1cc(C)cc(NC(=O)CN2CCN(c3ccccc3)CC2)c1 | 0.3 | -2.3 | 3 | 7 | 1 | -22 | 0.6 | 3 | 0.0 | -4
O=C(Nc1ccc(S(=O)(=O)NCc2cccnc2)cc1)c1ccccc1Cl | / | 0.3 | -7 | 5 | -8 | -2 | i | -6 | -0.3 | -6
CCn1ccc(C(=O)N2CCOCC2)n1 | 0.8 | 0.7 | 0 | 5 | 1 | 0 | i | 5 | -0.8 | -7
O=C(Nc1ccc(-n2cnnn2)cc1)C(c1ccccc1)c1ccccc1 | 2.0 | -0.5 | -2 | 2 | -14 | -1 | -0.3 | -16 | -0.6 | -8
Cc1cc(C)cc(NC(=O)CSc2nc3[nH]c(=O)cc(O)c3s2)c1 | 0.1 | -3.0 | 8 | 2 | -5 | 7 | -0.2 | -12 | 38* | 2
CC1CN(S(=O)(=O)N(C)C)CCN1S(=O)(=O)N(C)C (stereo unspecified) | -0.8 | 1.0 | 1 | 27 | 8 | 0 | -0.2 | -2 | 0.0 | -3
CC(=O)Nc1cc(-c2ccc(F)cc2)cn2c(-c3ccc(F)cc3)cnc12 | -6.0 | -0.2 | / | / | 17 | -2 | -0.2 | / | / | 12
CCNC(=O)NNC(=O)C1CC(c2cccs2)=NO1 (stereo unspecified) | 0.8 | 1.0 | -3 | 22 | -12 | -4 | -0.9 | -6 | -1.5 | -1
COc1ccc(Cl)cc1NC(=O)CN1CCN(Cc2ccccc2)CC1 | 1.0 | 0.7 | 6 | 0 | 44 | 16 | -1.7 | -13 | -2.0 | -7
COc1cc(C(=O)Nn2c(O)c(C3=c4ccccc4=NC3=O)sc2=S)ccc1O | 0.8 | 1.3 | 0 | 4 | -36 | -4 | -1.2 | 5 | 0.1 | 10
CO/N=C/CC(=O)c1cnc(-c2ccccc2)s1 | -0.3 | 0.1 | 3 | 31 | 10 | -4 | 1.0 | / | -0.6 | -3
O=C(COc1ccccc1Cl)Nc1ccc(C(=O)O)cc1NC(=O)COc1ccccc1Cl | -0.3 | / | 8 | -9 | 6 | / | i | -51 | -1.2 | 8
COc1cc(C=O)ccc1OCCOCCOc1ccc(Cl)cc1Cl | / | -0.7 | 5 | / | 47 | -2 | -4.2 | -16 | 0.1 | 7
CC(=O)c1cccc(NC(=O)COc2ccccc2)c1 | / | 4.2 | -3 | 5 | 7 | 1 | i | -8 | -0.8 | -3
COc1cccc(NC(=O)Nc2cnccn2)c1 | 0.0 | 0.0 | 3 | 0 | 0 | -2 | i | -7 | 1.1 | -7

Sorted by number of heavy atoms (high to low): some entries from above.
SMILES | TcdB inh | BoNT A protease | SARS 3CLpro inh | DUSP3 inh | Y pestis TopoI | Anthrax LF prot | Vc quorum ag | SSB-PriA inh | PfHsp40 yeast | CCHF vOTU inh
O=C(Nc1ccc(S(=O)(=O)NCc2cccnc2)cc1)c1ccccc1Cl | / | 0.3 | -7 | 5 | -8 | -2 | i | -6 | -0.3 | -6
COc1cc(C=O)ccc1OCCOCCOc1ccc(Cl)cc1Cl | / | -0.7 | 5 | / | 47 | -2 | -4.2 | -16 | 0.1 | 7
CC(=O)c1cccc(NC(=O)COc2ccccc2)c1 | / | 4.2 | -3 | 5 | 7 | 1 | i | -8 | -0.8 | -3
CC1CN(S(=O)(=O)N(C)C)CCN1S(=O)(=O)N(C)C (stereo unspecified) | -0.8 | 1.0 | 1 | 27 | 8 | 0 | -0.2 | -2 | 0.0 | -3
CO/N=C/CC(=O)c1cnc(-c2ccccc2)s1 | -0.3 | 0.1 | 3 | 31 | 10 | -4 | 1.0 | / | -0.6 | -3
CCn1ccc(C(=O)N2CCOCC2)n1 | 0.8 | 0.7 | 0 | 5 | 1 | 0 | i | 5 | -0.8 | -7

(further entries)
SMILES | TcdB inh | BoNT A protease | SARS 3CLpro inh | DUSP3 inh | Y pestis TopoI | Anthrax LF prot | Vc quorum ag | SSB-PriA inh | PfHsp40 yeast | CCHF vOTU inh
COc1ccc(N(CC(=O)N2CCOCC2)S(C)(=O)=O)c(OC)c1 | 1.1 | 1.3 | -2 | 20 | -3 | -7 | -0.4 | -9 | -0.5 | 6
CC(C)(C)C(=O)NC(=S)Nc1ccc(Cl)c(C(=O)O)c1 | -0.4 | 0.5 | 1 | -11 | 5 | -2 | i | -6 | -1.8 | 10
Cc1c(C(=O)Nc2ccccc2N2CCN(C)CC2)oc2ccc(F)cc12 | 1.4 | -1.8 | / | / | -3 | ? | i | 2 | 1.3 | 6
COc1cccc(CNC(=O)CCC2CCCN(C(=O)c3csc(C(C)C)n3)C2)c1 (stereo unspecified) | 2.5 | -0.1 | -6 | 22 | -7 | -3 | i | -6 | -0.4 | 6
CNc1nc(Nc2ccc(C(C)=O)cc2)nc(OC(C(F)(F)F)C(F)(F)F)n1 | / | 0.7 | 5 | 8 | -1 | 2 | 7.4 | -8 | -1.1 | 12
CSc1ccccc1NC(=O)C1(C)CCN1C(=O)Cc1ccc(Cl)cc1Cl (stereo unspecified) | -0.1 | 0.1 | / | / | 26 | -2 | i | / | / | 4
CCOC(=O)C1CCN(C(=O)c2cccc(NS(=O)(=O)c3ccc(Br)cc3)c2)CC1 | 0.0 | / | / | / | 15 | / | -0.4 | -4 | 4.1 | 7
O=C(CNC(=O)C(c1ccccc1)c1ccccc1)OCC(=O)c1cccs1 | / | -0.8 | 1 | -5 | -1 | 0 | 0.1 | -1 | -0.9 | -1
NS(=O)(=O)c1cc(C(=O)OCC(=O)Nc2ccc(N3CCCCC3)cc2)ccc1Cl | -1.0 | -0.2 | -6 | 27 | -4 | -9 | 2.4 | 21 | 0.0 | 5
O=C(NC12CC3CC(CC(C3)C1)C2)OCCNC1CCCCC1 | 0.5 | 5.3 | 0 | -5 | -8 | 0 | -0.4 | 7 | -0.1 | -7
O=C(CC1CCCC1)NCCS(=O)(=O)N1CCN(c2ccccc2)CC1 | -0.2 | -0.5 | / | / | -2 | 4 | 1.1 | / | / | 13
Cc1cc(C)n(C(=O)CNC(=O)/C=C/c2ccccc2)n1 | -1.0 | 1.3 | -2 | 26 | -2 | -2 | -1.0 | -10 | -0.8 | -12
COc1ccc(CNCCC(c2ccc(F)cc2)c2ccc(OC(C)C)cc2)cc1OC (stereo unspecified) | -8.2 | / | 2 | 23 | 5 | / | 4.3 | 16 | 0.6 | 8
Cc1cccc(CCNS(=O)(=O)c2ccc(S(=O)(=O)N3CCC(C)CC3)cc2)c1 | / | 4.4 | 3 | / | 1 | 3 | i | -4 | 0.0 | 9
CC(C)Cn1cnc2c1c(=O)n(CC(=O)Nc1ccc3c(c1)OCO3)c(=O)n2Cc1ccccc1 | / | -0.2 | 5 | 16 | 4 | -1 | i | -11 | -0.9 | 7
Cc1ccccc1OCCC(=O)OCC(=O)NC1CCCC1 | 0.0 | 0.0 | / | / | 5 | -2 | -1.7 | -3 | 0.5 | -4
CN(C)CCSc1nnc2[nH]c3ccccc3c2n1 | / | 0.7 | 2 | -10 | -11 | -2 | -0.3 | -6 | -0.8 | 3
Cc1nn2c(-c3ccccc3)c(-c3ccccc3)nc2[nH]c1=O | / | 1.7 | -1 | 13 | 0 | 5 | -0.6 | -10 | -0.6 | 6
CC(=O)c1ccc(N2CCN(C(=O)C3CCN(S(=O)(=O)c4ccc(F)cc4)CC3)CC2)cc1 | 0.4 | 1.1 | / | / | -2 | -2 | 0.6 | 3 | 1.1 | 0
CCn1c(=O)cc(N2CCN(Cc3ccccc3)CC2)[nH]c1=O | 0.5 | 0.0 | -6 | 10 | 10 | -4 | -1.3 | -19&-9 | 0.9 | 0
CCc1cc(C(=O)N2CCN(c3ccccc3OC)CC2)sc1C | -0.5 | -3.2 | 3 | 5 | 26 | -5 | -0.3 | 5 | 1.0 | 13
COCCCNC(=O)Cn1cnc2c(OCc3ccccc3)ncnc21 | -0.9 | -0.2 | / | / | -3 | 1 | i | -7 | 0.2 | 18
COC(=O)c1ccccc1NC(=O)c1nc(S(=O)(=O)Cc2ccccc2)ncc1Cl | -1.4 | / | -7 | 6 | 8 | / | -0.3 | 6 | -0.4 | 13
COc1cccc(NC(=O)Cn2cc3c(n2)CCCCC3)c1 | 1.3 | 0.1 | 1 | 8 | 10 | -1 | -0.1 | -5 | -0.5 | 0
COC(=O)c1ccc(C(=O)N2CCCCCC2(C)C(=O)NC(C)C)cc1 (stereo unspecified) | 0.9 | -0.3 | / | / | -4 | -4 | i | / | / | -1
COc1cc2c3c(c1OC)Oc1ccc(cc1)C[C@H]1c4c(cc(OC)c(OC)c4Oc4ccc(cc4)C[C@@H]3N(C)CC2)CCN1C | -3.0 | -0.3 | / | / | 19 | -8 | -1.6 | 1 | -1.5 | -10
